Source: PubChem
PNC assembly inh – inhibitors of perinucleolar compartment assembly; actives 3.1% (n = 140,000); PC3M PTB-GFP, PNC prevalence imaging, 16 h; active compounds read low; activity change (PNC), negative = inhibition, % at 10 µM;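 active = readout at or below -70, meaning at least 70% loss of cells showing the perinucleolar compartment, a nuclear body marking cancer cells; inconclusive = readout between -30 and a set limit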;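 note: plate controls were DMSO wells for no effect and camptothecin positive control wells for full effect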
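Compounds are pinned in duplicate onto adhered PC3M cells stably expressing GFP-tagged PTB and incubated 16 h at 37 C. Cells are then fixed, nuclei stained with Hoechst, and PNC-positive cells counted.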
15-hLO-2 inh – blocks human 15-lipoxygenase 2 activity; purified 15hLO-2, xylenol orange hydroperoxide absorbance; actives 0.56% (n = 110,000); O15296; Potency, µM (doses to about 57.1 µM), without a hit: at the top dose activity change, negative = inhibition, actives largely listed as inhibitors; note: potency is the fitted concentration of half-maximal effect; nearly all actives have a fitted effect of over 60% in size; many of its hits are not listed in these tables
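Read-out: hydroperoxide product oxidises ferrous iron, measured as xylenol orange complex via the 573-to-405 nm absorbance ratio after 30 min. Reaction: 50 nM enzyme, 15 min compound preincubation, 45 uM arachidonic acid, 90 min RT, Hepes pH 7.5 with Triton X-100.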
IMPase cell inh – IMPase inhibition in cells | CHO-M1 cells, IP1 accumulation, HTRF TR-FRET ratio | inhibition (IP1 accumulation), % at 46.1 µM | 120,000 tested, under 10 active | P97697; active = well fitted curve in the direction sought with a large enough effect in the signal ratio, not every such curve was filed as active; inconclusive = small, poorly fitted or top-dose-only effect, or a change in a side signal; inactive = no such curve, though single readings can be large or run the other way; the % refers to the signal ratio;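 note: cells stimulated with carbachol in lithium chloride buffer; plate controls were DMSO basal wells for no effect and reference inhibitor wells for full effect; higher means more IMPase inhibition seen as more IP1 and lower FRET ratio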
Target sequence (P97697 whole entry, looked up): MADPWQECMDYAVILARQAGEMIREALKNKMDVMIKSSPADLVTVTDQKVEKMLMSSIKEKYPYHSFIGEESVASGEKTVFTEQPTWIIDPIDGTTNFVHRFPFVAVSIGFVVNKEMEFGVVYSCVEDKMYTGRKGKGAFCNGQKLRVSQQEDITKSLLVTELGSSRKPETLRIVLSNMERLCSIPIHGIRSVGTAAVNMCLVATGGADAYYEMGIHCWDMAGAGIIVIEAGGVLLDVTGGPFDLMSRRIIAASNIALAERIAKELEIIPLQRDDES
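Elevated IP1 in lysates lowers TR-FRET signal (665/620 ratio and 620 channel reported). Cells were CHO-M1, given carbachol (50 uM as added) plus 50mM LiCl, pH 7.4, 30 min, 37C; compounds titrated up to 46 uM; AC50 by Hill equation.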
ALOX12 inhib – inhibitors of human 12-lipoxygenase (ALOX12). purified 12-hLO, xylenol orange hydroperoxide absorbance. actives 0.12% (n = 150,000). Potency, µM (top dose mostly 57.1 µM), inactives show at the top dose activity change, negative = inhibition, usual class: inhibitors. AID 1452. P18054; note: potency is the fitted concentration of half-maximal effect; nearly all actives have a fitted effect of over 55% in size; many of its hits are not listed in these tables
Target sequence (P18054 whole entry, looked up): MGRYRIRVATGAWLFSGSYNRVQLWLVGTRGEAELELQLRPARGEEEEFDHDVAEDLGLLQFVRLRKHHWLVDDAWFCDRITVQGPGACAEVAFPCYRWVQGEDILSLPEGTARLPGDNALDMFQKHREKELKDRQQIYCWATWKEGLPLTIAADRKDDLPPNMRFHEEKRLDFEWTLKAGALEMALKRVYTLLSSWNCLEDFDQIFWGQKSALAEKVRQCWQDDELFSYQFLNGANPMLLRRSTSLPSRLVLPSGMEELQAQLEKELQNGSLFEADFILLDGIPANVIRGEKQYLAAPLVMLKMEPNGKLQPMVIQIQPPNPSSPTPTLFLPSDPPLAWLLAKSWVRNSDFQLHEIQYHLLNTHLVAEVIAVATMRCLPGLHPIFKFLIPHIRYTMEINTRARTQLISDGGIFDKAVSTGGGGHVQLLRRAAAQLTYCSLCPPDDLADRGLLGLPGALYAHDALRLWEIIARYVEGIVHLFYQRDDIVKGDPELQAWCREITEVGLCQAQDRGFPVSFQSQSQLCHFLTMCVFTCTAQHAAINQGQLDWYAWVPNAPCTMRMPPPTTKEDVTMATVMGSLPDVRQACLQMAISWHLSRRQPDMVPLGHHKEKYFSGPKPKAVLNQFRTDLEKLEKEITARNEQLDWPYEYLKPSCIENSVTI
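Hydroperoxide output read as Fe(III)-xylenol orange absorbance, 573-to-405 nm ratio, after 30 min reaction with 40 uM arachidonic acid. Enzyme: 150 nM purified human 12hLO, 15 min compound preincubation; 25 mM Hepes pH 7.0, room temperature.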
The depositor's hits bear a star; ? = inconclusive; nt = not tested or not shown; & = joins results of further samples; [ ] = dose if it differs, or a comment. Unless noted, calls come from the whole dose curve; as a rule, active = well fitted curve in the direction sought with a large enough effect; inconclusive = small, poorly fitted or top-dose-only effect, or another doubt; inactive = no such curve, though single readings can be large; an effect the other way counts as inactive or inconclusive. Unless noted, % is set by controls: 0 for no effect and ±100 for the full control effect. Not all compounds are listed (hit frequency here may not be typical).

#	smiles	PNC assembly inh	15-hLO-2 inh
1	Cc1c(NC2=CC(=O)CC(C)(C)C2)ccc([N+](=O)[O-])c1C	-17	nt
2	O=S(=O)(NCc1ccccc1)c1ccc(S(=O)(=O)N(Cc2ccccn2)Cc2ccco2)cc1	2	-1%
3	CCn1c(-c2csc3c2CCCC3)n[nH]c1=S	33	nt
4	COC(=O)NCC1(C)CC(NC(=O)OC)CC(C)(C)C1 (stereo unspecified)	?	2%
5	O=C(c1ccncc1)N1CCN(C(=O)c2ccncc2)CC1	19	-2%
6	C=CCOc1c(Br)cc(C2NC(=O)NC(C)=C2C(C)=O)cc1OCC (stereo unspecified)	72	nt
7	CC(c1ccco1)N(C(=O)c1ccccc1NS(=O)(=O)c1ccc(Cl)cc1)c1ccccn1 (stereo unspecified)	76	nt
8	CCOC(=O)CSc1ncc(-c2cccc(Cl)c2)cn1	-10	6%
9	Cc1ccc(C(=O)C2CCN(CC(=O)Nc3nc(C)cs3)CC2)cc1	-13	33%[activator]
10	CN1CCN(CC(=O)Nc2nnc(-c3cccs3)s2)CC1	-29	nt
11	CC(C)OC(=O)c1ccc(NC(=O)c2ccco2)cc1	?	-1%
12	CCOc1ccc(N2C(=O)CC(N3CCN(C4CCc5ccccc5C4)CC3)C2=O)cc1 (stereo unspecified)	?	21%

#	IMPase cell inh	ALOX12 inhib
1	nt	-1%
2	6	4%
3	nt	-3%
4	11	4%
5	2	1%
6	4	7%
7	-1	-6%
8	5	-6%
9	4	-7%
10	nt	-2%
11	3	-5%
12	8	8%

Later entries.
#	smiles	PNC assembly inh	15-hLO-2 inh
13	CCc1cc(C(c2ccccn2)N2CCN(C)CC2)c(NC(=O)c2ccccc2)s1 (stereo unspecified)	-13	nt
14	CCOC(=O)N1CCN(C2CC(=O)N(c3ccc(Oc4ccccc4)cc3)C2=O)CC1 (stereo unspecified)	11	-5%
15	CCC(C)NS(=O)(=O)c1ccc(OC)c(Cl)c1Cl (stereo unspecified)	24	-7%
16	CC1CN(C(=O)CSc2nnc(-c3ccc(Cl)cc3)n2C)CC(C)O1 (stereo unspecified)	?	4%
17	c1ccc(-c2nn3c(C4CCCCC4)nnc3s2)nc1	23	-3%
18	CNC(=O)Nc1ccccc1C(=O)NCc1ccccc1	6	-7%
19	Cc1cccc(C2=NN(c3ccc(Br)cc3)[C@@H](C(=O)N3CCOC3=O)[C@@H]2C)c1	nt	-20%[0.0915 µM]
20	O=C(NCc1ccc(Cl)cc1)c1noc2c1CCCCC2	11	-2%
21	C=CCN(CC=C)CC(O)Cn1c2ccccc2c2ccccc21 (stereo unspecified)	?	51%[activator]
22	COC(=O)c1ccccc1NC(=O)COC(=O)c1cccnc1	?	-2%
23	N#Cc1nc(-c2cccs2)oc1NCc1ccco1	8	-2%[11.4 µM]
24	CCOC(=O)C1CCCN(Cc2c(Cl)cccc2Cl)C1 (stereo unspecified)	?	-13%

#	IMPase cell inh	ALOX12 inhib
13	10	-4%
14	-3	5%
15	-5	-12%
16	5	-1%
17	-2	2%
18	9	-2%
19	nt	-12%[0.00818 µM]
20	8	-9%
21	4	2%
22	-5	-9%
23	-2[1.84 µM]	-1%
24	0	-8%

Grouped by structure: the entries above containing bromine.
#	smiles	PNC assembly inh	15-hLO-2 inh
6	C=CCOc1c(Br)cc(C2NC(=O)NC(C)=C2C(C)=O)cc1OCC (stereo unspecified)	72	nt
19	Cc1cccc(C2=NN(c3ccc(Br)cc3)[C@@H](C(=O)N3CCOC3=O)[C@@H]2C)c1	nt	-20%[0.0915 µM]

#	IMPase cell inh	ALOX12 inhib
6	4	7%
19	nt	-12%[0.00818 µM]

(listing goes on)
#	smiles	PNC assembly inh	15-hLO-2 inh
25	COc1ccc(CNc2ccc3c(c2)ncn3-c2ccccc2OC)cc1	53	49%[activator]
26	COc1ccc(-c2noc(CCC(=O)Nc3cc(OC)ccc3OC)n2)cc1	17	-2%
27	COC(=O)c1ccc(C(NC(=O)OCc2ccccc2)/C(F)=C/[C@@H](C)C(=O)NCc2ccc(-c3ccccc3)cc2)cc1 (stereo partly specified)	-19	-15%
28	COc1ccc(Oc2coc3cc(OC(=O)N4CCOCC4)ccc3c2=O)cc1	-9	-4%
29	CCOc1ccc(CCNC(=O)C2=C(C)C(=O)OC23CCC(C)CC3)cc1 (stereo unspecified)	83	nt
30	COC(=O)c1cc(Br)ccc1OC(=O)c1cccnc1	-27	3%
31	NC(=O)c1ncn(C2OC(CO)C(O)C2O)c1N (stereo unspecified)	nt	-7%
32	CN(C)[C@H]1C(=O)C(C(=O)NCN2CCCC2)=C(O)[C@]2(O)C(=O)C3=C(O)c4c(O)cccc4[C@@](C)(O)[C@H]3C[C@@H]12	nt	25%[25.6 µM]
33	C/C(=N/NC(=O)c1ccc2c(c1)OCO2)c1cccc(NC(=O)C(C)(C)C)c1	47	-1%
34	Fc1cc(Br)ccc1Nc1nc2ccccc2n2nnnc12	24	nt
35	CCOC(=O)n1c(SCC(=O)N(CC)CC)nc2ccccc21	-13	-3%
36	CCC(CO)NC(=O)c1cccc(S(=O)(=O)N2c3ccccc3CC2C)c1 (stereo unspecified)	-19	-2%

#	IMPase cell inh	ALOX12 inhib
25	11	-3%
26	6	7%
27	nt	-2%&-4%
28	12	-2%
29	nt	-1%
30	-3	-4%
31	nt	-2%
32	6[20.6 µM]	-8%[25.6 µM]
33	-2	-1%
34	-5	-3%
35	7	3%
36	-5	-2%

Arranged by molar mass (highest first): three of the compounds above
#	smiles	PNC assembly inh	15-hLO-2 inh
33	C/C(=N/NC(=O)c1ccc2c(c1)OCO2)c1cccc(NC(=O)C(C)(C)C)c1	47	-1%
34	Fc1cc(Br)ccc1Nc1nc2ccccc2n2nnnc12	24	nt
31	NC(=O)c1ncn(C2OC(CO)C(O)C2O)c1N (stereo unspecified)	nt	-7%

#	IMPase cell inh	ALOX12 inhib
33	-2	-1%
34	-5	-3%
31	nt	-2%

(further entries)
#	smiles	PNC assembly inh	15-hLO-2 inh
37	O=P1(Nn2cnnc2)C=C(c2ccccc2)OC(c2ccccc2)=C1	39	3%
38	CC(=O)Nc1ccc(S(=O)(=O)N2CCc3c(Cl)cccc3C2)cc1	34	4%
39	O=[N+]([O-])c1ccccc1S(=O)(=O)Oc1ccc(C(=S)N2CCOCC2)cc1	-20	nt
40	Clc1ccccc1Cn1nnc2c(NCC3CC3)ncnc21	33	4%
41	COc1ccccc1Nc1nc(-c2sc(NC(=O)c3ccccc3)nc2C)cs1	17	0%
42	CC(C)c1ccc(NC(=O)CSc2nc(-c3ccccc3F)nc3nc[nH]c23)cc1	-17	nt
43	NC(=O)Cn1c(=O)n(Cc2ccco2)c(=O)c2c3c(sc21)CCCCC3	-20	nt
44	Cc1ccccc1OCc1nnc(SCC(=O)Nc2ccc3c(c2)OCO3)n1C	13	0%
45	COC(=O)C1=C(N)c2c(F)cccc2C1(C#N)c1ccc(F)cc1 (stereo unspecified)	-19	-9%
46	COc1cc(C2N(c3cc(C)on3)C(=O)C3CCCN32)cc(OC)c1OC (stereo unspecified)	-8	nt
47	COc1ccc(N2C(=O)CC(N3CCC(O)(c4ccc(Br)cc4)CC3)C2=O)cc1 (stereo unspecified)	-6	-6%
48	Cc1nc(SCC(=O)Nc2ccnc3ccccc23)n[nH]1	6	0%

#	IMPase cell inh	ALOX12 inhib
37	-5	1%
38	-1	5%
39	nt	-2%
40	9	-8%
41	9	-16%
42	nt	-2%
43	9	-11%
44	10	-4%
45	-4	1%
46	5	3%
47	4	0%
48	-3	5%

The list goes on.
#	smiles	PNC assembly inh	15-hLO-2 inh
49	Clc1ccc(C2=Nn3c(nnc3-c3cccnc3)SC2)s1	-20	2%
50	O=C(CO/N=C1\CCCc2nonc21)Nc1ccccc1Cl	39	nt
51	COc1ccc(N2C(=O)CC(NCc3cccc(F)c3)C2=O)cc1 (stereo unspecified)	36	-11%
52	O=C(CN1C(=O)C2CC=CCC2C1=O)Nc1nc2ccccc2[nH]1 (stereo unspecified)	9	6%
53	CCCN(CCC)S(=O)(=O)c1ccc(C(=O)O)cc1	-16	1%
54	Fc1ccccc1CCNc1nnnn1-c1ccccc1	5	2%
55	Cc1ccc(CNC(=O)C2(C)Oc3ccccc3NC2=O)cc1 (stereo unspecified)	-16	2%
56	CCn1nnnc1-c1ccc(OC)c(S(=O)(=O)NCc2ccccc2)c1	-4	1%
57	COc1ccc(-c2csc(Nc3ccc(S(N)(=O)=O)cc3)n2)cc1	-13	-16%
58	COC(=O)NNC(=O)c1ccccc1C	27	3%
59	N#Cc1ccc(CN2CCC3(CC2)CCN(C(=O)c2cccc(F)c2)CC3)cc1	nt	10%
60	CCc1ccc2c(COC(=O)c3n[nH]c4ccccc34)cc(=O)oc2c1	-15	-18%

#	IMPase cell inh	ALOX12 inhib
49	-2	-2%
50	-18	-4%
51	-1	-5%
52	0	-2%
53	10[20.6 µM]	-2%
54	-2	-1%
55	-1	-7%
56	6	13%
57	6	-1%
58	5	3%
59	nt	0%
60	10	-17%

Additional records follow.
#	smiles	PNC assembly inh	15-hLO-2 inh
61	O=C(c1cc(-c2ccc(Cl)c(Cl)c2)on1)N1CCN(c2ccccc2)CC1	-23	0%
62	N/C(=N\OC(=O)c1ccc(F)cc1)c1ccccc1	29	4%
63	O=C(Nc1ccccc1F)c1ccccc1-c1ccc(C(F)(F)F)cc1	17	nt
64	COc1cccc(NC(C(=O)Nc2cccc(C(C)=O)c2)c2ccccc2)c1 (stereo unspecified)	-15	nt
65	CC(=O)N1CCCc2cc(S(=O)(=O)N(C)CCC#N)ccc21	21	-4%
66	CN(C)/C=C/C=C1C(=O)CCCC1=O	-5	nt
67	CCOc1ccc(/C(O)=C2/C(=O)C(=O)N(Cc3cccnc3)C2c2ccc(N(C)C)cc2)c(C)c1 (stereo unspecified)	-9	-6%
68	Cc1ccc2oc(=O)c3cnn(CC(=O)N4CCN(c5ccccn5)CC4)c3c2c1	?	0%
69	c1ccc(COCCCc2cnc[nH]2)cc1	nt	7%[0.0915 µM]
70	COC(=O)c1cccc(NC(=S)NCCC2=CCCCC2)c1	40	nt
71	COC(=O)[C@@H]1C[C@@]2(O)[C@H](O)[C@H](O)[C@H](O)C[C@H]2N1Cc1ccc(C(F)(F)F)cc1	nt	4%
72	CCCCNc1ccc(S(N)(=O)=O)cc1[N+](=O)[O-]	-113*	nt

#	IMPase cell inh	ALOX12 inhib
61	5	-7%
62	-5	1%
63	nt	-2%
64	nt	-2%
65	-14	0%
66	-2	-11%
67	1	3%
68	2	4%
69	nt	-2%[0.00818 µM]
70	7	?
71	nt	3%
72	nt	-3%

Next section
#	smiles	PNC assembly inh	15-hLO-2 inh
73	COC(=O)C(C(=O)OC)C(C[N+](=O)[O-])c1ccc(OC)cc1 (stereo unspecified)	28	4%
74	CCOc1ccc(C(=O)C(CN2CCOCC2)c2ccccc2)cc1 (stereo unspecified)	-16	nt
75	COc1ccc2nc(/N=C\N(C)C)sc2c1	?	?
76	COCCn1nnnc1C(c1cc(OC)ccc1OC)N1CCc2ccccc2C1 (stereo unspecified)	-25	3%

#	IMPase cell inh	ALOX12 inhib
73	-6	5%
74	nt	-1%
75	3	-8%
76	2	8%
